# Bioassay records deposited in PubChem by National Center for Advancing Translational Sciences (NCATS).
# ERK EGF inh – blocks ERK signaling stimulated by EGF; HEK293-V1b, EGF-stimulated phospho-ERK AlphaScreen; AID 1454; Potency, µM (titrated, usually from 11.5 µM), for inactives: at the highest dose activity change, negative = inhibition, actives largely listed as inhibitors; 130,000 tested, 0.41% active; active means well fitted inhibition curve with a large enough effect; inconclusive means small, poorly fitted or top-dose-only effect, or effect the other way;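 further: plate controls were stimulated vehicle wells for no effect and unstimulated vehicle basal for full effect; nearly all actives have a fitted effect of over 55% in size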
#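 Phospho-ERK1/2 measured by AlphaScreen (SureFire) after 5 min 25 nM EGF stimulation of V1b-expressing HEK293 cells preincubated 30 min at 37C with titrated compounds; data scaled to DMSO and EGF controls, Hill-fitted AC50.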
# An asterisk follows results filed as active; ? = inconclusive; & = joins results of further samples; [ ] = dose if it differs, or a comment. Potency means the concentration at half of the fitted maximal effect. An excerpt. The share of hits here may be higher or lower than overall.
SMILES,ERK EGF inh
Cc1cccc(N/C=C(\[N+](=O)[O-])S(=O)(=O)c2ccccc2)c1,8%
Cc1noc(NS(=O)(=O)c2ccc(N)cc2)c1C,10%
Cn1c(N)c(C(=O)CSc2ncn[nH]2)c(=O)n(C)c1=O,15%[57.5 µM]
Cc1cc(C)nc(NC(=O)c2c(C(=O)O)noc2C)n1,-3%
COc1ccc(-c2cn3cc(C)ccc3n2)cc1Br,4%
O=C(CCCN1C(=O)c2ccccc2C1=O)Nc1ccccn1,10%
Cc1ccc(NS(=O)(=O)c2cc(NC(=O)C(C)Oc3ccccc3)ccc2C)c(C)c1 (stereo unspecified),1%
CN(C)Cc1ccccc1-c1ccc2ncnc(N(C)Cc3ccco3)c2c1,21%
CN(C)C(=S)Nc1cccc(F)c1,0%[57.5 µM]
CN(C)c1oc(-c2ccccc2F)nc1C#N,-10%
COc1ccc(S(=O)(=O)NCc2c(-c3ccccc3)noc2C)c(OC)c1,20%[57.5 µM]
CC(=O)Nc1cccc(/C(C)=N/NC(N)=S)c1,-9%
O=c1[nH]ncc(N2CCN(C(c3ccccc3)c3ccccc3)CC2)c1Cl,-22%
O=C(CCC1CCCN(C(=O)CCCc2ccccc2)C1)N1CCN(c2ccccn2)CC1 (stereo unspecified),?
Cc1c(NC(=O)/C(C#N)=C/c2ccc(-c3ccccc3Cl)o2)c(=O)n(-c2ccccc2)n1C,5%
CCCc1ncc(C(O)c2cccc(OC)c2)n1C (stereo unspecified),-2%[57.5 µM]
COc1cc(CN(C)Cc2nc3cc(C(F)(F)F)ccc3c(=O)[nH]2)ccc1OC(F)F,2%
CCCCCCn1c(CN2CCN(C(=O)c3ccco3)CC2)nc2c1c(=O)n(C)c(=O)n2C,5%
O=C(Cc1ccccc1)NNC(=O)Nc1ccc(Cl)c(Cl)c1,0%
Cc1nc(Oc2ccc(S(=O)(=O)N3CCOCC3)cc2Cl)c2c3c(sc2n1)CCCC3,8%
COc1ccc(-c2c(NC(=O)c3ccco3)n(-c3ccccc3)nc(C)c2=O)cc1,-1%[57.5 µM]
CCCCNC(=O)C(c1ccc(OCC(=O)OC)c(C(=O)OC)c1)N(CCc1ccccn1)C(=O)CCCCCN1C(=O)NC(c2ccc(-c3ccccc3)cc2)C(C(=O)OCc2ccccc2)=C1C (stereo unspecified),3%
C/C(CC(=O)NCC(C)C)=N\NC(=O)COc1cc(C)c(Br)cc1Br,-1%
CCOC(=O)c1nnn(-c2nonc2-n2cccc2)c1-c1cccc([N+](=O)[O-])c1,2%

# Reformatted: results already given
O=C(CCC1CCCN(C(=O)CCCc2ccccc2)C1)N1CCN(c2ccccn2)CC1 (stereo unspecified)
- ERK EGF inh = ?
Cc1c(NC(=O)/C(C#N)=C/c2ccc(-c3ccccc3Cl)o2)c(=O)n(-c2ccccc2)n1C
- ERK EGF inh = 5%
CCCc1ncc(C(O)c2cccc(OC)c2)n1C (stereo unspecified)
- ERK EGF inh = -2%[57.5 µM]

# Going on with the list:
SMILES,ERK EGF inh
Cc1cc(C[n+]2ccsc2N)c2ncccc2c1,-9%[57.5 µM]
CS(=O)(=O)c1ncc(CO)n1Cc1ccccc1,-9%
COc1ccccc1OCc1nc(-c2cccc([N+](=O)[O-])c2)no1,-2%
COc1ccc(NC(C)C(=O)N/N=C/c2ccc([N+](=O)[O-])s2)cc1 (stereo unspecified),-4%
Cc1cc(F)ccc1NC(=O)c1cccnc1,-3%
CN1C(=O)[C@@H]2[C@@H]3C[C@@H]([C@H]4ON=C(c5ccc(Cl)cc5)[C@@H]34)[C@@H]2C1=O,2%
COc1cc2c(cc1OC)C1=C(C#N)CCC(=NC(=O)c3ccco3)N1CC2,-11%
Oc1ccc(N=Nc2n[nH]c(-c3ccc(Br)cc3)n2)cc1,1%
COc1cccc(/C=N/NC(=O)c2ccc3nc[nH]c3c2)c1,-2%[57.5 µM]
C/C(=N\O)c1cccc(Br)c1,8%[57.5 µM]
CCc1cc2cccc(C)c2nc1SCC(=O)Nc1nonc1C,-4%
CO/N=C/C(C(C)=O)C(=O)Nc1ccc(Cl)cc1Cl (stereo unspecified),5%
CC1CCc2sc(C(=O)Nc3ccc(N4CCOCC4)cc3)cc2C1 (stereo unspecified),-5%
COc1ccc(N2CC(C(=O)N/N=C/c3c[nH]c4ccccc34)CC2=O)cc1 (stereo unspecified),-1%
Oc1nc(-c2ccc(Br)cc2)n2ccncc12,-25%
O=C(Nc1ccc([N+](=O)[O-])cc1)Nc1ccc(Cl)cc1F,4%
CCC1(c2ccc(F)cc2)NC(=O)N(CC(=O)Nc2cc(S(=O)(=O)N(C)C)ccc2Cl)C1=O (stereo unspecified),2%
N#Cc1ccc(CN2CC[C@@]3(CCCN(C(=O)c4cccc(F)c4)C3)C2)cc1,-1%
CC(=O)c1ccc(S(=O)(=O)N2CCN(C(C)=O)CC2)cc1,-19%
CCCCC(=O)Nc1nc2c(OC)cc([N+](=O)[O-])cc2s1,-2%
CC1CCC2(CC1)NC(=O)N(CC(=O)Nc1ccc3c(c1)CCC3)C2=O (stereo unspecified),-8%[57.5 µM]
CC(=O)Nc1cc(C(=O)NCc2ccco2)ccc1Sc1ccc(F)cc1,11%
O=C(Nc1ccc(Br)cc1)c1cc2ccccn2n1,-3%[57.5 µM]
Cc1cc(=O)c2cccc(Br)c2[nH]1,-7%
COC(=O)C1=C(C)N(CCc2cc(OC)c(OC)c(OC)c2)C(=O)N[C@H]1c1ccc(Br)cc1,-8%&0%
Cn1c(=O)c(Oc2ccc(Cl)cc2)c(O)c2ccccc21,3%
CCCCNC(=O)NCc1cnn(C)c1C,-1%
O=[N+]([O-])c1cccc(-c2ncc3ccccn23)c1,-22%
Cc1ccc(S(=O)(=O)c2c(C)nn(-c3ccccc3)c2OC(=O)c2ccc(Br)o2)cc1,-3%
O=C(C1CCN(Cc2nc(-c3ccc(Cl)cc3)no2)CC1)N1CCOCC1,8%[57.5 µM]
OC1CSc2nc3ccccc3n2C1 (stereo unspecified),-9%
CC(=O)Nc1cccc(C(=O)/C=C/c2ccc(N(C)C)cc2)c1,2%
COc1ccc(C(=O)OC(COc2ccccc2)Cn2ccnc2)cc1 (stereo unspecified),7.1µM*
O=C(Cn1cnc2c(nnn2Cc2ccccc2)c1=O)NCc1ccccc1Cl,2%[57.5 µM]
COc1ccc(O)c(C(=O)/C=C/c2cc3ccccc3o2)c1,25µM*
CC1(C)CC2C1CCC1(C)OC2(C)CCC1O (stereo unspecified),21%
c1cncc(CNc2cccc(-c3nc4ccccc4[nH]3)c2)c1,-10%
Cc1c(C)c2c(c(C)c1O)CC[C@@](C)(C(=O)O)O2,12%[25.7 µM]
CCN(CC)S(=O)(=O)c1ccc(NC(=S)NC(=O)CC(C)C)cc1,3%
O=C(NCCCN1CCOCC1)c1ccc(Cl)cc1[N+](=O)[O-],2%
O=C1NC(=O)/C(=C\c2ccc(Oc3ccc([N+](=O)[O-])cn3)cc2)S1,4%
CCNC(=S)NNC(=O)C1CCN(Cc2ccccc2)CC1,-1%
Cc1ccc(C)c2nc3sc(C(=O)N4CCOCC4)c(N)c3cc12,-2%
COc1ccc(NS(=O)(=O)c2cccc(NC(=O)COc3ccc(OC)cc3)c2)cc1,29%[57.5 µM]
CC(=O)Nc1ccc(Oc2ccc([N+](=O)[O-])cc2Cl)cc1,-8%
CCOC(=O)c1cn(Cc2cccc(C)c2)nn1,-15%
O=C(COC(=O)Cn1cnc2ccccc2c1=O)Nc1ccc(Cl)c(C(F)(F)F)c1,5%
Cc1ccc(C(=O)OCC(=O)c2ccc[nH]2)s1,-6%

# Sorted by SMILES length (highest first): some entries from above
SMILES,ERK EGF inh
COC(=O)C1=C(C)N(CCc2cc(OC)c(OC)c(OC)c2)C(=O)N[C@H]1c1ccc(Br)cc1,-8%&0%
Cc1ccc(S(=O)(=O)c2c(C)nn(-c3ccccc3)c2OC(=O)c2ccc(Br)o2)cc1,-3%
O=C(COC(=O)Cn1cnc2ccccc2c1=O)Nc1ccc(Cl)c(C(F)(F)F)c1,5%
O=C(C1CCN(Cc2nc(-c3ccc(Cl)cc3)no2)CC1)N1CCOCC1,8%[57.5 µM]
O=C(Cn1cnc2c(nnn2Cc2ccccc2)c1=O)NCc1ccccc1Cl,2%[57.5 µM]
CC(=O)Nc1cccc(C(=O)/C=C/c2ccc(N(C)C)cc2)c1,2%
O=C(NCCCN1CCOCC1)c1ccc(Cl)cc1[N+](=O)[O-],2%
c1cncc(CNc2cccc(-c3nc4ccccc4[nH]3)c2)c1,-10%
COc1ccc(O)c(C(=O)/C=C/c2cc3ccccc3o2)c1,25µM*
Cn1c(=O)c(Oc2ccc(Cl)cc2)c(O)c2ccccc21,3%
O=[N+]([O-])c1cccc(-c2ncc3ccccn23)c1,-22%
CCNC(=S)NNC(=O)C1CCN(Cc2ccccc2)CC1,-1%
Cc1ccc(C(=O)OCC(=O)c2ccc[nH]2)s1,-6%
CC1(C)CC2C1CCC1(C)OC2(C)CCC1O (stereo unspecified),21%
Cc1cc(=O)c2cccc(Br)c2[nH]1,-7%
CCCCNC(=O)NCc1cnn(C)c1C,-1%
OC1CSc2nc3ccccc3n2C1 (stereo unspecified),-9%

# New compounds follow:
SMILES,ERK EGF inh
CC(C)C(=O)Nc1cccc(C(=O)Nc2nnc(C(C)C)s2)c1,-6%
O=Cc1cccn1-c1c(C(=O)O)cnn1-c1ccccc1,2%
CN(Cc1cnccn1)Cc1nc(Cc2cccc(F)c2)no1,-9%
CCCCOc1ccc(OCCCN2CCOCC2)cc1,13%[57.5 µM]
CC(=O)c1cccc(NC(=O)C2C(c3ccccc3)C2(Cl)Cl)c1 (stereo unspecified),?
CCOC(=O)N1CCN(C(=O)CSCc2ccc(Br)cc2)CC1,?
CN(C)CCNS(=O)(=O)c1ccc(N2CCN(c3ccc(F)cc3)CC2)c([N+](=O)[O-])c1,6%
CCCc1nnc(NS(=O)(=O)c2ccc(OC)cc2)s1,10%
O=C(CSCc1ccccc1)N/N=C/c1ccc(OCC(=O)N2CCCCC2)cc1,-3%
COC(=O)C1=C(C)NC2=C(C(=O)CC(C)(C)C2)C1c1ccsc1 (stereo unspecified),0%
O=C(CN1C(=O)NC2(CCCC2)C1=O)N1CCc2ccccc2C1,0%
COC(=O)c1cc(OC)c(OC)cc1NC(=O)Nc1ccccc1F,4%[57.5 µM]
CC(=NCCCn1ccnc1)c1c(C)[nH]n(-c2ccc([N+](=O)[O-])cc2)c1=O,-5%
CCCC(=O)NC(=S)c1c(C)n(C)n(-c2ccccc2)c1=O,-2%
CC(=O)O[C@@]1(C(C)=O)CCC2C3C=C(C)C4=CC(=O)CCC4(C)C3CCC21C (stereo partly specified),7%
CC(C)NC(=S)N(C)C1(c2ccccc2Cl)CCCCC1=O (stereo unspecified),-8%
CC1(C)CC(CC(=O)NNc2nc(-c3ccccc3)cs2)C(=O)O1 (stereo unspecified),15%
O=C(O)c1ccoc1CN1CCCCC1,8%
CCOC(=O)C(NC(=O)CCC(=O)Nc1ccc(S(N)(=O)=O)cc1)C(O)c1ccccc1 (stereo unspecified),2%[57.5 µM]
CC(C)C(C(=O)NCc1ccco1)N(C(=O)CNS(=O)(=O)c1ccccc1)c1ccccc1 (stereo unspecified),8%
COc1cc(Cl)cc(C(=O)O)c1OCC(=O)O,-2%
COc1ccc2ccccc2c1-c1c(OC)ccc2ccccc12,-1%&-6%
O=C(CCC1CCCN(C(=O)Cn2cnnn2)C1)NCc1ccccc1F (stereo unspecified),-9%
COc1ccc(C2C(C(=O)O)CCC(=O)N2c2ccc(C)cc2)cc1OC (stereo unspecified),3%[57.5 µM]
COc1ccc(C2NC(C(=O)O)Cc3c2[nH]c2ccccc32)cc1CN1CCN(c2ccc(F)cc2)CC1 (stereo unspecified),-1%[57.5 µM]
C#CCOc1ccccc1CNc1ccccc1,15%
COc1ccc(NC(=O)c2nc[nH]c2C(=O)N(C)Cc2ccccc2)cc1,-5%[57.5 µM]
COc1cc(N[C@@H](C)CCCN)c2ncccc2c1,2%[25.7 µM]
COc1ccc(Cc2noc(CN3CCCN(Cc4ccc(F)cc4)CC3)n2)cc1OC,14%
CCCNC(=O)C/C(C)=N/NC(=O)C(=O)Nc1ccccn1,-6%
COc1ccccc1NC(=O)COC(=O)c1ccc([N+](=O)[O-])s1,-8%
Cc1nn2c(COc3ccc(NC(=O)c4ccccc4)cc3)nnc2c2ccccc12,8%
Cc1ccc(C(=O)OCC(=O)Nc2ccccc2Cl)c(O)c1,-4%[57.5 µM]
Cc1cnc(NC(=O)c2ccccn2)s1,6%[57.5 µM]
O=C(NNC(=O)c1cccs1)c1ccc(S(=O)(=O)N2CCCCC2)cc1,1%
